Source: PubChem BioAssay
DENV2 CPE rescue – DENV2-induced cell death inhibition; DENV2-infected cells, cytopathic effect rescue, plate reader; CPE inhibition, % at 9.99 µM; 350,000 compounds, 1.7% hits; AID 651640; in the data active means CPE inhibition above about 20%, passing the limit was not always enough; inconclusive means no clear call, values can overlap the other calls; tested in BHK-21 cells;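 further: 0% = median of neutral control wells and 100% = median of positive control wells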
ERp5 block – inhibitors of human ERp5 | Q15084 | ERp5 insulin aggregation, absorbance 650 nm, 90 min | inhibition, % at 9.99 µM | 350,000 compounds, 0.05% hits;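 active means mean replicate inhibition above about 25%, with every replicate also reaching it, limit read from the data, passing the limit was not always enough; inconclusive means only one of those two criteria met; inactive means neither criterion met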
Target sequence (Q15084 whole entry, looked up): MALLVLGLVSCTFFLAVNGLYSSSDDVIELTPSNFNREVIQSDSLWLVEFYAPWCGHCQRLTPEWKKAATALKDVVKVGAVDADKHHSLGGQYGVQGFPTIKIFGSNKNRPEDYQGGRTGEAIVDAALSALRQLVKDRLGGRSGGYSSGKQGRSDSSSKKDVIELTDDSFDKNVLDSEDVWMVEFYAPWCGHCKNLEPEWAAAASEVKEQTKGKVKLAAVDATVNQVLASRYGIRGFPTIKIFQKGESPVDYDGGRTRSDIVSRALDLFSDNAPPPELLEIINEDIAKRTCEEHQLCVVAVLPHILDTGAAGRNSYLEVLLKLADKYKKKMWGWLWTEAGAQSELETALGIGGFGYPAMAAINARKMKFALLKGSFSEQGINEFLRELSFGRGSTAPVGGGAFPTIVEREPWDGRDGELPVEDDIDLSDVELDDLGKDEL
SIRT5 inh – blocks human SIRT5 desuccinylation of peptide. Q9NXA8. Purified SirT5, succinyl-peptide AMC, trypsin-coupled fluorescence. inhibition, % at 15 µM. 330,000 compounds, 1.1% hits. AID 652115; in the data active means inhibition above about 15%; inconclusive means no clear call, values can overlap the other calls
Target sequence (Q9NXA8 whole entry, looked up): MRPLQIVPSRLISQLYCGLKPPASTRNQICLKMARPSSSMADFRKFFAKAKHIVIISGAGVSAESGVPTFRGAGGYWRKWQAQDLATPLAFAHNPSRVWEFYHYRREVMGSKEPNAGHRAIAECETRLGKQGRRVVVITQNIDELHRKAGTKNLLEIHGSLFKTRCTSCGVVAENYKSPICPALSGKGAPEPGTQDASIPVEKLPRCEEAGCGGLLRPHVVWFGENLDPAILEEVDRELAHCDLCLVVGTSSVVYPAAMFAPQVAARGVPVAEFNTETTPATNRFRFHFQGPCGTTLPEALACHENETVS
miR122 inh – inhibitors of miR-122 in Huh7 cells | Huh7 miR-122 Renilla luciferase sensor, 48 h; neutral wells = 0, positive control = 100 | activation (reporter increase), % at 12.5 µM | 340,000 compounds, 0.3% hits | AID 602342;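 active means mean replicate activation score at least 90 and every replicate individually at or above 90; inconclusive means only one of the two criteria met; inactive means neither criterion met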;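 further: higher luciferase means less miR-122 activity so hits act as miR-122 inhibitors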
ERAP1 inh – blocks human ERAP1 aminopeptidase activity; Q9NZ08; recombinant ERAP1, Leu-AMC fluorescence, 60 min; inhibition, % at 10.7 µM; 340,000 compounds, 0.15% hits;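 active means mean replicate inhibition of at least 30%, or all replicates individually reaching that 30% level; inactive means mean below 30% and not every replicate reaching it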;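 further: 0% = neutral control wells and 100% = L-leucinethiol positive control wells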
CFTR F508del cor – CFTR F508del correction in bronchial cells. 350,000 compounds, 0.36% hits. CFBE cells, YFP halide quenching; stimulated with forskolin plus potentiator P3; % fluorescence drop versus neutral controls. AID 720511. activity (quench increase), % at 7.58 µM;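 active means mean added fluorescence quench of at least 8% versus neutral control, with both replicates also reaching 8%; inconclusive means only one of the mean or replicate conditions met; inactive means mean below 8% and not both replicates reaching 8%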;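 further: cells transiently co-express mutant CFTR-F508del with the halide-sensitive YFP; corrector assay measuring rescue of mutant channel to the surface after 24 h compound exposure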
Casp6 inh – inhibitors of human caspase-6. P55212. purified caspase-6, Z-VEID-R110 cleavage fluorescence. inhibition, % at 12.5 µM. 350,000 compounds, 0.53% hits. AID 686996;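 active means mean inhibition across replicates at least about 35%, with every replicate also reaching that limit, limit read from the data; inconclusive means only one of the two criteria met; inactive means neither criterion met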;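 further: 0% = median of neutral control wells and 100% = no fluorescence left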
Target sequence (P55212 24-179 limits assumed): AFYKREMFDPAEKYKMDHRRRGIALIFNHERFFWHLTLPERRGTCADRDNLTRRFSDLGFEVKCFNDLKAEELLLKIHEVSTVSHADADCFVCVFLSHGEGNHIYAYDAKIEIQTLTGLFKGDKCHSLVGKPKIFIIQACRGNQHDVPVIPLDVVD
Target sequence (P55212 194-293 limits assumed): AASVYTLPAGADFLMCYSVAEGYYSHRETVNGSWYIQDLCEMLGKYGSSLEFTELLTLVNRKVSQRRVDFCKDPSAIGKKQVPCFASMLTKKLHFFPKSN
* = called active by the depositor; ? = inconclusive; . = not tested or not shown; [ ] = dose if it differs, or a comment.

[1] CC(=O)c1ccc(-c2cnc3c(NC=O)cc(-c4ccc(C(=O)N5CCOCC5)cc4)cn23)cc1
[2] CC[C@H](C)[C@@H]1NC(=O)c2cc([N+](=O)[O-])cc(I)c2NCC[C@@H](C(N)=O)NC(=O)[C@H](CCCN=C(N)N)NC1=O
[3] COc1ccc(CCN(C)C(=O)COc2ccc(N(C)S(=O)(=O)c3ccc(C)cc3)cc2)cc1OC
[4] CC(C)c1cc(Cn2c3ccccc3c(=O)n2C(C)Cn2cc(-c3ccccc3)nn2)on1 (stereo not given)
[5] N#C[C@@H]1N[C@@H](CO)[C@@H]1c1ccc(C#Cc2ccccc2F)cc1
screen / no.,1,2,3,4,5
DENV2 CPE rescue,9,-1,-5,17,-3
ERp5 block,3,-7,-1,-2,1
SIRT5 inh,1,-1,-5,-12,4
miR122 inh,-7,.,-3,.,.
ERAP1 inh,4,22,0,0,3
CFTR F508del cor,1.5,-4.8,1.7,1.1,1.6
Casp6 inh,10,-20,-23,0,-1

[6] C=CCn1c(SCC(=O)NCC)nc2sc3c(c2c1=O)CCC3
[7] Fc1ccc2cnc(-c3ccccc3)c(-c3ccc(C(F)(F)F)cc3)c2c1
[8] COc1ccc(Cl)cc1-c1cc(C(=O)NCc2cc(C(F)(F)F)cc(C(F)(F)F)c2)[nH]n1
[9] COc1ccc(S(=O)(=O)N2N=C(c3cccc(NS(C)(=O)=O)c3)CC2c2ccco2)cc1 (stereo not given)
[10] CN1CCN(C(=O)/C(=C/c2ccc(F)cc2)NC(=O)c2ccccc2)CC1
screen / no.,6,7,8,9,10
DENV2 CPE rescue,5,.,8,3,8
ERp5 block,2,-1,8,-28,-7
SIRT5 inh,2,.,0,-1,-1
miR122 inh,-2,2,-8,9,-2
ERAP1 inh,1,-1,0,-2,-6
CFTR F508del cor,-1.4,-0.3,3.2,1.8,-1.5
Casp6 inh,3,1,0,5,-2

[11] Cc1cccc(C)c1OCCNC(=O)CCC(=O)c1ccccc1
[12] COC(=O)C(Cc1c[nH]c2ccccc12)N1CCS(=O)(=O)CC1 (stereo not given)
[13] C[C@@H]1CN([C@H](C)CO)C(=O)c2cc(N(C)C)ccc2O[C@@H](C)CCCCO[C@@H]1CN(C)Cc1ccc2c(c1)OCO2
[14] CC(Oc1ccc2c3c(c(=O)oc2c1)CCC3)C(=O)N[C@@H](Cc1ccccc1)C(=O)O (stereo not given in full)
[15] NS(=O)(=O)c1ccc(CNC(=O)CCC2CCCCC2)cc1
screen / no.,11,12,13,14,15
DENV2 CPE rescue,2,.,7,-4,.
ERp5 block,-4,-1,1,1,-7
SIRT5 inh,-4,-4,1,.,1
miR122 inh,.,-5,-4[16.7 µM],3,-5
ERAP1 inh,-3,2,4,15,2
CFTR F508del cor,0.6,1.1,-2.0,-6.7,.
Casp6 inh,0,2,-2,5,0

[16] COCC#Cc1ccc([C@@H]2[C@H]3CN(C(=O)NC4CCCC4)CCCCN3[C@H]2CO)cc1
[17] CO[C@H]1CN(C)C(=O)c2cc(NC(=O)Nc3ccccc3)ccc2OC[C@@H](C)N(C(=O)CC2CC2)C[C@H]1C
[18] C[C@@H]1CCCCO[C@@H](CN(C)C(=O)NC2CCCCC2)[C@@H](C)CN([C@H](C)CO)C(=O)c2cc(NC(=O)c3ccccc3)ccc2O1
[19] O=C(N/N=C/c1ccc(Br)s1)c1ccco1
[20] CC(c1ccccc1)N1CCc2[nH]c(=S)[nH]c(=O)c2C1 (stereo not given)
screen / no.,16,17,18,19,20
DENV2 CPE rescue,8,-2,-2,-8,4
ERp5 block,-1,1,.,4,2
SIRT5 inh,0,4,.,1,.
miR122 inh,2[16.7 µM],.,3[16.7 µM],.,-8
ERAP1 inh,-1,.,.,3,5
CFTR F508del cor,-2.5,1.4,2.0,-2.0,-4.6
Casp6 inh,0,.,.,0,2

Of the compounds above, these contain an NH in an aromatic ring.
[8] COc1ccc(Cl)cc1-c1cc(C(=O)NCc2cc(C(F)(F)F)cc(C(F)(F)F)c2)[nH]n1
[12] COC(=O)C(Cc1c[nH]c2ccccc12)N1CCS(=O)(=O)CC1 (stereo not given)
[20] CC(c1ccccc1)N1CCc2[nH]c(=S)[nH]c(=O)c2C1 (stereo not given)
screen / no.,8,12,20
DENV2 CPE rescue,8,.,4
ERp5 block,8,-1,2
SIRT5 inh,0,-4,.
miR122 inh,-8,-5,-8
ERAP1 inh,0,2,5
CFTR F508del cor,3.2,1.1,-4.6
Casp6 inh,0,2,2

Later entries
[21] CC(C)c1ccc(NC(=O)c2ccc3c(c2)C(=O)N(Cc2cccnc2)C3=O)cc1
[22] CC(=O)OC1(C(C)=O)CCC2C3CC(C(F)(F)F)C4=CC(=O)CCC4(C)C3CCC21C (stereo not given)
[23] CCNC(=O)N(CC)C[C@H]1N[C@@](Cc2ccccc2)(C(=O)OC)[C@H]2C(=O)N(C)C(=O)[C@@H]12
[24] Clc1ccc(Cl)c(OCCN2CCCC2)c1
[25] Cc1nc2cc3sc(C)nc3cc2s1
screen / no.,21,22,23,24,25
DENV2 CPE rescue,-1,-1,-1,1,.
ERp5 block,-1,3,-2,2,-8
SIRT5 inh,-14,.,-1,16*,-1
miR122 inh,.,.,2,.,3
ERAP1 inh,-2,-2,-3,-1,2
CFTR F508del cor,1.8,0.7,-0.7,2.4,-1.4
Casp6 inh,0,2,2,-6,-3

[26] Cc1cc(C)n(CC(=O)NCc2ccccc2)c(=O)c1C#N
[27] N#C[C@H]1[C@@H](c2ccc(C#CC3(O)CCCC3)cc2)[C@@H](CO)N1C(=O)C1CCCCC1
[28] CCC(=O)c1cn(CC(=O)O)c2ccccc12
[29] C=CCNC(=O)c1ccc2c3n(nc2c1)-c1ccc(Cl)cc1CO3
[30] CN(C)/C=C1\C(=O)N(C)N=C1C(F)(F)F
screen / no.,26,27,28,29,30
DENV2 CPE rescue,3,14,6,0,-4
ERp5 block,6,-2,12,5,-1
SIRT5 inh,2,13,3,.,-2
miR122 inh,5,.,-4,.,.
ERAP1 inh,2,-1,-2,-1,-1
CFTR F508del cor,-0.5,-2.6,0.3,-1.6,-2.8
Casp6 inh,2,-2,-1,0,-1

[31] COc1cc(CNc2ncn[nH]2)ccc1OCc1cccc(C)c1
[32] Cc1ccc(S(=O)(=O)N2C[C@H](O)COC[C@@H]3O[C@@H](CC(=O)NCc4ccc5c(c4)OCO5)CC[C@H]32)cc1
[33] COc1ccc(S(=O)(=O)N(CC(=O)NCc2cccnc2)Cc2ccccc2)cc1
[34] CC1(C)OC(=O)C2=C(C[C@@H](C3CCCCC3)O[C@H]2c2ccc(F)cc2)O1
[35] C[C@H](C(=O)N(C)C[C@@H]1OCc2ccccc2-c2c(n(C)c3ccccc23)C(=O)N([C@@H](C)CO)C[C@@H]1C)c1ccccc1
screen / no.,31,32,33,34,35
DENV2 CPE rescue,6,13,5,55*,-13
ERp5 block,6,-5,-1,0,-4
SIRT5 inh,-2,6,-4,-3,13
miR122 inh,-8,2[16.7 µM],.,2,.
ERAP1 inh,-2,0,8,-4,-4
CFTR F508del cor,-0.8,-1.7,-1.3,-5.1,-0.6
Casp6 inh,-2,-3,2,7,2

[36] Cc1cccc(C(=O)OCC(=O)c2cccc(Br)c2)c1O
[37] COc1ccc(Cl)cc1NC(=O)COC(=O)C1CC1
[38] COc1ccc(S(=O)(=O)Oc2ccc3ccccc3c2)cc1
[39] CCC(=O)N1C[C@H](C)[C@H](OC)CN(C)C(=O)c2cc(NC(=O)C3CCCCC3)ccc2OC[C@@H]1C
[40] CC(C)(C)N1[C@@H](CC(=O)O)c2cc(C(F)(F)F)ccc2S1(=O)=O
screen / no.,36,37,38,39,40
DENV2 CPE rescue,4,-2,-1,1,-11
ERp5 block,-2,-12,-5,2,2
SIRT5 inh,0,-1,1,-2,-2
miR122 inh,.,1,.,.,1
ERAP1 inh,-4,0,-5,-1,-3
CFTR F508del cor,3.1,-0.1,.,-1.5,-0.9
Casp6 inh,1,-4,-3,3,-2

[41] COc1ccc(-c2cn(-c3ccc(Br)cc3)c3[n+]2CCS3)cc1
[42] O=S(=O)(N[C@@H]1CC[C@@H](CCn2cc(-c3ccccc3F)nn2)O[C@@H]1CO)c1ccc(Cl)cc1
[43] CCN(C(=O)CSc1nnc(C(C)N(C)C)n1-c1ccc(F)cc1)C1CCS(=O)(=O)C1 (stereo not given)
[44] O=C(CN1C(=O)NC(c2ccccc2)(c2ccccc2)C1=O)NC1CCCCC1
[45] C=CCN1C(=O)c2ccc(C(=O)N(CC)CC(=O)Nc3c(F)cccc3F)cc2C1=O
screen / no.,41,42,43,44,45
DENV2 CPE rescue,-1,13,-6,1,?
ERp5 block,7,0,-5,-11,3
SIRT5 inh,-3,-1,1,-2,-2
miR122 inh,-2,.,-1,-10,-3
ERAP1 inh,4,0,1,3,0
CFTR F508del cor,.,-0.4,-4.3,-2.1,0.9
Casp6 inh,-2,9,-13,3,-2

[46] O=C(C[C@@H]1CC[C@H]2[C@@H](COC[C@@H](O)CN2CCc2ccccc2)O1)NCc1ccc(Oc2ccccc2)cc1
[47] CC(NCCC1(Cc2ccccc2Cl)CCOC(C)(C)C1)c1cccs1 (stereo not given)
[48] COc1nc(-c2ccccc2)nc(C)c1CC(=O)O
[49] C[C@@H]1CN([C@@H](C)CO)C(=O)c2cc(NC(=O)Cc3cn(C)c4ccccc34)ccc2O[C@H]1CN(C)Cc1ccc(-c2ccccc2)cc1
[50] CC(=O)N(C)C[C@H]1Oc2cc(C#C[C@@H](C)O)ccc2S(=O)(=O)N([C@H](C)CO)C[C@@H]1C
screen / no.,46,47,48,49,50
DENV2 CPE rescue,-10,-7,.,2,-4
ERp5 block,2,-5,4,3,3
SIRT5 inh,7,-2,-4,8,1
miR122 inh,18[16.7 µM],2,-1,-7[16.7 µM],-7[16.7 µM]
ERAP1 inh,0,0,-2,-1,15
CFTR F508del cor,-0.2,1.6,0.4,3.0,0.5
Casp6 inh,-3,-2,.,-2,3

[51] COCC(=O)N1C[C@H](C)[C@@H](OC)CN(C)C(=O)c2cc(NC(=O)c3cc(C)on3)ccc2OC[C@@H]1C
[52] Cc1nc(NCCc2ccc(Cl)cc2)c2nnn(Cc3ccccc3)c2n1
[53] CC(C)CC#Cc1cnc2c(c1)C(=O)N([C@@H](C)CO)C[C@H](C)[C@@H](CN(C)C(=O)NC1CCCC1)O2
[54] CN(C)C(=O)C[C@@H]1C[C@H]2c3cc(NC(=O)c4ccc5c(c4)OCO5)ccc3O[C@H]2[C@@H](CO)O1
[55] COc1ccc(/C=C/C(=O)OCn2c(SC)nnc(C)c2=O)cc1OC
screen / no.,51,52,53,54,55
DENV2 CPE rescue,12,0,6,0,-1
ERp5 block,4,6,7,6,-1
SIRT5 inh,-1,-1,0,-5,0
miR122 inh,.,-5,10[16.7 µM],5[16.7 µM],.
ERAP1 inh,-5,-1,1,0,-1
CFTR F508del cor,-1.6,0.4,2.6,0.0,-0.6
Casp6 inh,-3,0,-4,0,5

[56] Cc1cc(Br)ccc1NC(=O)CNC(=O)Cc1ccc(S(=O)(=O)N2CCOCC2)s1
[57] CN1CCc2nc3sc(C(=O)NCc4ccccc4)c(N)c3cc2C1
[58] CCNC(=O)C1(C)CCN(C(=O)c2ccccc2OC)C1 (stereo not given)
[59] CO[C@@H]1CN(C)C(=O)c2ccc(NC(=O)C3CC3)cc2OC[C@@H](C)N(C(=O)c2cnccn2)C[C@@H]1C
screen / no.,56,57,58,59
DENV2 CPE rescue,39*,2,11,-6
ERp5 block,3,6,0,.
SIRT5 inh,0,-8,-1,-1
miR122 inh,3,-2,.,.
ERAP1 inh,-3,-4,0,2
CFTR F508del cor,-1.0,0.6,0.0,0.0
Casp6 inh,-1,-4,0,1
